TDP1 cell noCPT – qHTS for Inhibitors of human tyrosyl-DNA phosphodiesterase 1 (TDP1): qHTS in cells in absence of CPT; actives 15% (n = 420,000); DT40 Tdp1-/- hTDP1 cells, no CPT, ATP luminescence, 48 h; Potency, µM (top dose mostly 46.2 µM), without a hit: top-dose activity change, negative = growth inhibition, usual class: inhibitors; note: nearly all actives have a fitted effect of over 55% in size
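Luminescent ATP content (CellTiter-Glo) served as the growth readout. Knockout chicken DT40 cells expressing human TDP1 were exposed to compounds without camptothecin for a minimum 48 hr at 37 °C.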
KAT2A inh – inhibitors of human GCN5L2 histone acetyltransferase; Q92830; GCN5L2 HAT assay, ThioGlo1 CoA-SH fluorescence; Potency, µM (highest dose often 58.9 µM), for inactives: at the top dose activity change, negative = inhibition, most hits filed as inhibitors; actives 0.21% (n = 390,000); AID 504327
Target sequence (Q92830 whole entry, looked up): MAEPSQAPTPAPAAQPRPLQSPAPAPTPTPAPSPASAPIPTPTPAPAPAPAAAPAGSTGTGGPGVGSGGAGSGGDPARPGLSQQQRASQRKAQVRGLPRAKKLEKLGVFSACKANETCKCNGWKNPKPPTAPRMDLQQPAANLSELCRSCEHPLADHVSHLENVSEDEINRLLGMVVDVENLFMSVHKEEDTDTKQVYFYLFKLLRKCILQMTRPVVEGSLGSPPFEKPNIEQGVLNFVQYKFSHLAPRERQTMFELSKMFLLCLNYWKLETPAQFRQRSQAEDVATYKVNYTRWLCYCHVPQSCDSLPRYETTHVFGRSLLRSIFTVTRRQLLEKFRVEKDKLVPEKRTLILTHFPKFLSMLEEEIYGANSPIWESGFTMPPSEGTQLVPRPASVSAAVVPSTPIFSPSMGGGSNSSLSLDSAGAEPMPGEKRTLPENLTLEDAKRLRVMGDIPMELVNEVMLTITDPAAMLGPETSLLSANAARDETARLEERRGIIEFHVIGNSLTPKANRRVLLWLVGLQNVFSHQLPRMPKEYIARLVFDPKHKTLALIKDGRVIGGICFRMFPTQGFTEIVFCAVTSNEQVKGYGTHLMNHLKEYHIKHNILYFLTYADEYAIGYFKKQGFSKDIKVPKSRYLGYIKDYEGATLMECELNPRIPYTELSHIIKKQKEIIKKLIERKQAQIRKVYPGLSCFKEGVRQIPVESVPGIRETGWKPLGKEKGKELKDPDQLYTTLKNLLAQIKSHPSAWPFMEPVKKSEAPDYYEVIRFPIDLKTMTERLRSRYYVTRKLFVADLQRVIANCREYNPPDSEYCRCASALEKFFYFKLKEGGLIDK
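GCN5L2 (20nM final) in 50mM HEPES, 0.1mM EDTA pH 7.5, 0.01% Tween-20 was preincubated 15 min at room temperature with compound, then given ThioGlo1 (50uM), H3(1-25) peptide (75uM) and acetyl-CoA (70uM); CoA-thiol fluorescence (Ex340/Em540) was read at 0 and 20 min.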
TDP1 cell CPT – DT40-hTDP1 cell growth loss with CPT; Potency, µM (doses to about 46.2 µM), for the others: top-dose activity change, negative = growth inhibition, hits mostly inhibitors; chicken DT40 Tdp1-/-;hTDP1 cells + 20 nM CPT, ATP luminescence, 48 h; AID 686979; actives 12% (n = 420,000); note: nearly all actives have a fitted effect of over 55% in size
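Chicken DT40 Tdp1-/- cells complemented with human TDP1, 400 cells/well, exposed to compounds plus 20 nM camptothecin for at least 48 h at 37 C; viability read as ATP content by CellTiter-Glo luminescence.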
Active calls of the source: *; ? = inconclusive; / = not tested or not shown; & = joins results of further samples; ! = not active in a repeat; [ ] = remark or other dose. Calls come from the whole dose curve; as a rule, active = well fitted curve in the direction sought with a large enough effect; inconclusive = small, poorly fitted or top-dose-only effect, or another doubt; inactive = no such curve, though single readings can be large; an effect the other way counts as inactive or inconclusive. % is set by controls: 0 for no effect and ±100 for the full control effect; potency is the fitted concentration of half-maximal effect.

SMILES | TDP1 cell noCPT | KAT2A inh | TDP1 cell CPT
COc1ccc(-n2c(-c3ccc(F)cc3)cnc2SCC(=O)NCc2ccco2)cc1 | -30% | -14% | -18%
Cc1cc(C(=O)NC2CC(C)(C)Cc3c2cnn3-c2ccccc2)n[nH]1 (stereo unspecified) | -8% | 1% | -11%
COc1cccc(C2CC(c3cccs3)=NN2C(=O)CSc2nc3c(cnn3-c3ccc(F)cc3)c(=O)[nH]2)c1OC (stereo unspecified) | 23µM* | -20% | 23µM*
COc1ccc(/C=C2\SC(=S)N(CC(=O)Nc3nnc(C)s3)C2=O)cc1 | -1% | -7% | -1%
COc1cc(/C(O)=C(\C#N)c2nc3ccccc3[nH]2)cc(OC)c1OC | 13µM* | -5% | ?
O=C(NCC1CCCN1S(=O)(=O)c1ccccc1)C(=O)NC1CC1 (stereo unspecified) | -6% | -8% | 0%
COc1ccccc1CNS(=O)(=O)c1ccc(-c2cnc(C3CC3)o2)cc1 | 0.58µM* | -1%&24% | 0.92µM*!
CCn1c(-c2ccc(C)cc2)nn(CC(=O)NCCc2ccccc2)c1=S | 2.9µM* | -1% | 2.9µM*
COc1ccc(CN2CCN(C(=O)c3ccc(CNS(=O)(=O)c4ccc(C)cc4)cc3)CC2)c(OC)c1OC | 13µM* | ? | 13µM*
COc1ccccc1N1CCN(C(=O)c2cc(N3C(=O)C4C5CCC(C5)C4C3=O)ccc2Cl)CC1 (stereo unspecified) | ? | 2% | ?
COC(=O)CSc1nc2c(cnn2-c2ccc(F)cc2)c(=O)[nH]1 | -2%&4% | -1%&-2% | -2%&-8%
O=C(Nc1ccc(-c2ccccc2)cc1)c1ccccc1 | -23% | -10% | ?
CSCc1cc(N2CCCC2)nc(-c2ccccc2)n1 | ? | -8% | 8%
CC(=O)Nc1ccc(OCC(O)CNC2CCCC2)cc1 (stereo unspecified) | -9% | -1% | 1%
O=C(Nn1cnc2ccccc2c1=O)c1ccccc1 | 1% | 0% | 8%
COc1cccc(CC2(CO)CCCN(Cc3ccc(OC(F)F)cc3)C2)c1 (stereo unspecified) | ? | / | ?
O=C(C[n+]1ccccc1)N/N=C/c1ccccc1Cl | 10% | -3% | -19%
CCn1c(SCC(=O)Nc2nnc(C)s2)nnc1C(C)NC(=O)c1ccccc1 (stereo unspecified) | -18% | -1% | -14%
COc1ccc(-c2nnc(NC(=O)c3ccc(S(=O)(=O)N4CCCc5ccccc54)cc3)o2)cc1 | 5.6µM* | -12% | 3.2µM*
Cn1c(=O)oc2cc(S(=O)(=O)NCCc3ccccc3)ccc21 | -12% | -2% | -22%

Only TDP1 cell CPT, for some of the entries so far:
SMILES	TDP1 cell CPT
CCn1c(-c2ccc(C)cc2)nn(CC(=O)NCCc2ccccc2)c1=S	2.9µM*
COc1ccc(CN2CCN(C(=O)c3ccc(CNS(=O)(=O)c4ccc(C)cc4)cc3)CC2)c(OC)c1OC	13µM*
COc1ccccc1N1CCN(C(=O)c2cc(N3C(=O)C4C5CCC(C5)C4C3=O)ccc2Cl)CC1 (stereo unspecified)	?
COC(=O)CSc1nc2c(cnn2-c2ccc(F)cc2)c(=O)[nH]1	-2%&-8%
O=C(Nc1ccc(-c2ccccc2)cc1)c1ccccc1	?
CSCc1cc(N2CCCC2)nc(-c2ccccc2)n1	8%

(cont.)
SMILES | TDP1 cell noCPT | KAT2A inh | TDP1 cell CPT
COc1ccc(NC(=O)c2ccc(OCC3CCCO3)cc2)cc1OC (stereo unspecified) | -6% | -9% | -15%
C[C@@H]1CCC(=O)N(CC[C@H](Oc2ccccc2)c2ccccc2)CC1 | 13µM* | 4% | ?
CCOc1ccc(C(=O)c2cn(CC(=O)Nc3cc(OC)ccc3OC)c3cc(OC)c(OC)cc3c2=O)cc1 | 16µM* | -8% | 23µM*
Cc1ccc(C)c(OCCC(=O)OCC(=O)Nc2cccnc2Cl)c1 | ? | / | 15µM*
Cc1c(C(=O)NCC2(N3CCOCC3)CCCCC2)cnn1-c1nccc(-c2ccccc2F)n1 | ? | / | -8%[9.04 µM]
COc1ccc(-c2n[nH]c(=S)n2-c2ccccc2C)cc1OC | 1% | -5% | -11%
COc1ccc(N2CCN(C(=O)c3ccc(CNS(=O)(=O)c4ccc(C)cc4)cc3)CC2)cc1 | 12µM* | -5% | ?
Cc1cccc2sc(N(CCCN(C)C)C(=O)c3ccc(S(=O)(=O)N4CCc5ccccc5C4)cc3)nc12 | 6.5µM* | 1% | 4.1µM*
NC(=O)OCC(O)COc1ccc(Cl)cc1 (stereo unspecified) | -2% | -7% | 6%
CCn1ccnc1CN1CCCC(CO)(Cc2cccc(OC)c2)C1 (stereo unspecified) | ? | -3% | -22%
O=C(Nc1cccc(-c2cn3ccccc3n2)c1)c1cnccn1 | ? | -1% | ?
O=C(O)/C=C/C(=O)N1N=C(c2ccco2)CC1c1ccco1 (stereo unspecified) | -2% | -3% | -22%
CCCn1nnnc1NCc1cccc(OC)c1OCC | -7% | -2% | -17%
O=S(=O)(c1ccccc1)c1nc(-c2cccs2)oc1N1CCCCC1 | ? | 0% | 29µM*
CCOc1ccc(-n2nc3ccc(NC(=O)c4ccc(-c5cccc(Cl)c5)o4)cc3n2)cc1 | -13% | -17% | 0%
CCc1cc(C(=O)N2CCN(c3ncc(C(F)(F)F)cc3Cl)CC2)sc1C | ? | -11% | ?
CNC(=S)N/N=C/c1ccc(-c2cccc(C(=O)O)c2)o1 | 8.2µM* | -4% | 9.2µM*
O=C(O)C1CCCN1c1nc(C(F)(F)F)nc2ccccc12 (stereo unspecified) | -11% | -11% | 5%
Cc1nnc(SCc2cc(=O)[nH]c(/N=C(\N)Nc3ccccc3)n2)s1 | 21µM* | -3% | ?
Cc1ccc(N(Cc2ccc(C(=O)Nc3ccccc3C(=O)NCc3ccco3)cc2)S(C)(=O)=O)cc1C | 18µM* | -10% | ?
COc1cccc(/C=N/NC(=O)CCc2ccccc2)c1 | -17% | -5% | -3%
O=C(CSc1nc2[nH]ncc2c(=O)n1-c1ccccc1)NCc1cccs1 | 8% | -3% | 4%
O=C(Nc1ccc(F)cc1)NC1CCN(Cc2c(F)cccc2Cl)CC1 | ? | -3% | -25%
Cc1ccc2occ(CC(=O)Nc3c(C(=O)Nc4ccc(Cl)cc4)oc4ccccc34)c2c1 | ? | -2% | ?
CCOc1cc(N2CCOCC2)c(OCC)cc1NC(=O)C1CC(=O)N(c2ccc(C)cc2)C1 (stereo unspecified) | ? | 1% | -28%
Cc1ccc(-n2nnnc2SCC(=O)Nc2ccccc2-c2ccccc2)cc1C | ? | -6% | ?
CCN(CC)CCN(Cc1cc2cc3c(cc2[nH]c1=O)OCCO3)C(=S)NCCCOC | 3% | 2% | -4%
CN1C(=O)c2cccc(NCCCN3C(=O)c4ccccc4C3=O)c2C1=O | -8% | 0% | ?
Cc1cc(C)c(C#N)c(SCSCc2ccccc2)n1 | -3% | -9% | 0%
O=C(O)C1C2C=CC(C2)C1C(=O)NCc1ccccc1 (stereo unspecified) | -11% | 0% | ?
Oc1ccc(-c2n[nH]c(=S)n2Cc2ccco2)cc1 | -13% | -3%[0.501 µM] | -14%
Cc1ccc2cc3cc(C(=O)N4CCCCC4C)oc3nc2c1 (stereo unspecified) | ? | -10% | ?
COC(=O)c1ccc(-n2nnnc2SCc2ccccc2OC)cc1 | ? | -16% | -21%
CC(C)n1c(=O)[nH]c2cc(C(=O)Nc3ccccc3)ccc21 | -17% | 1% | -9%
O=C(Cn1nc(N2CCN(c3ccccc3)CC2)ccc1=O)NCc1ccccc1F | ? | -2% | -26%
O=C(NCCC1=CCCCC1)C1CC(=O)N(C2CCCCC2)C1 (stereo unspecified) | -5% | 6% | -9%
CCOC(=O)Cn1nc(C)c(NC(=O)c2ccc([N+](=O)[O-])c(C)c2)c1C | 3% | 1% | 23%
CN(Cc1ccccc1)C(=O)c1[nH]cnc1C(=O)Nc1ccc(Cl)cc1 | 23µM* | -7% | ?
COC(=O)c1cc2c(s1)CS(=O)C2 (stereo unspecified) | ? | 1% | 5%
Cc1ccc(NC(=O)c2ccccc2NC(=O)c2cccnc2)cc1 | ? | 3% | -2%
CCN(CC)C(=O)CSc1nnc(-n2nc(C)cc2C)c2ccccc12 | -10% | -7% | 6%
COc1cc(Oc2nc(C(F)(F)F)nc3ccccc23)ccc1C=O | ? | 0% | ?
COc1ccc(CCNC(=O)C2CCCN(C(=O)N(C)C)C2)c(OC)c1 (stereo unspecified) | -5% | -2% | -6%
CC(=O)NCc1cc(-c2nn(C)c(=O)c3ccccc23)ccc1C | -8% | -2% | -6%
O=C(c1cc(F)c(F)cc1Cl)N1CCCc2ccccc21 | ? | 0% | 1%
CCC1CCCCN1CCCNC(=O)c1c(C)oc2ncn(CC(C)C)c(=O)c12 (stereo unspecified) | 1% | 2% | 2%
Cc1cc(S(=O)(=O)Nc2nc(CN3CCOCC3)nc3sc4c(c23)CCCC4)ccc1F | ? | -3%[0.501 µM] | -1%
COc1ccc(NC(=O)CCS(=O)(=O)c2ccc3c(c2)CCCN3C(C)=O)cc1Cl | -8% | -3% | 2%
O=C(Nc1cccc2ncccc12)c1ccccc1F | 1% | -6% | 1%
Cc1ccc(CN2CC(C(=O)Nc3ccc4c(C)cc(=O)oc4c3)CC2=O)cc1 (stereo unspecified) | -27% | -10% | -5%
C[C@H]1CN([C@@H](C)CO)C(=O)CCCn2nncc2CO[C@@H]1CN(C)Cc1ccc(Oc2ccccc2)cc1 | 18µM* | / | 23µM*
COc1cc(NC(=O)CCC(=O)N2CCN(S(=O)(=O)c3ccc(C)cc3)CC2)cc(OC)c1 | -20% | / | -1%
CC(=O)c1ccc(N2CCN(C(=O)CCCCn3c(=O)[nH]c4ccccc4c3=O)CC2)cc1 | 16µM* | 0% | 13µM*
CCS(=O)(=O)c1ccc(O)c(NC(=O)c2cc(-c3ccccn3)nc3ccccc23)c1 | ? | -2% | ?
COc1cccc(C(=O)CN2CCN(S(=O)(=O)c3cccc([N+](=O)[O-])c3)CC2)c1 | ? | 30% | 0%
CCC(CO)NCc1ccc(OCC(=O)Nc2cccc(C(F)(F)F)c2)c(OC)c1 (stereo unspecified) | ? | 0% | ?
Cc1cc2cccc(C)c2nc1SCC(=O)N(C)c1nc(-c2ccccc2)cs1 | -18% | 1% | -7%
COC(=O)C1NN=C(C(=O)c2ccccc2)C1c1ccccc1 (stereo unspecified) | ? | -8% | -26%
O=C(CCSc1nccn1Cc1ccccc1)N1CCOCC1 | 2% | -3% | -2%
Cc1ccc(C)c(-c2nnc(NC(=O)Cc3ccccc3)o2)c1 | ? | -13% | ?
CCOc1ccc(NC(=O)CCNS(=O)(=O)c2ccc3c(c2)CC(C)N3C(C)=O)cc1 (stereo unspecified) | 23µM* | -6% | 15µM*
CN(Cc1nc2ccc(Cl)cc2[nH]1)Cc1nc(-c2cnccn2)no1 | 1% | -4% | -13%
CCN(CCn1cccn1)C(=O)CCc1nnc(-c2ccc3c(c2)OCO3)o1 | -6% | 0% | 5%

Reprinted at random: 5 entries already listed, in no set order.
SMILES | TDP1 cell noCPT | KAT2A inh | TDP1 cell CPT
C[C@H]1CN([C@@H](C)CO)C(=O)CCCn2nncc2CO[C@@H]1CN(C)Cc1ccc(Oc2ccccc2)cc1 | 18µM* | / | 23µM*
COc1cccc(C(=O)CN2CCN(S(=O)(=O)c3cccc([N+](=O)[O-])c3)CC2)c1 | ? | 30% | 0%
Cc1cc(S(=O)(=O)Nc2nc(CN3CCOCC3)nc3sc4c(c23)CCCC4)ccc1F | ? | -3%[0.501 µM] | -1%
COc1cc(NC(=O)CCC(=O)N2CCN(S(=O)(=O)c3ccc(C)cc3)CC2)cc(OC)c1 | -20% | / | -1%
CCN(CC)C(=O)CSc1nnc(-n2nc(C)cc2C)c2ccccc12 | -10% | -7% | 6%

Only part of the results is shown, so the mix of outcomes need not match the whole.
